Rtt109 Vps75: inhibitors of C. albicans Rtt109/Vps75 HAT, primary screen, biochemical, ThioGlo CoA-SH fluorescence, plate reader | purified Rtt109/Vps75, 4 h | hit rate 0.16% among 330,000 | inhibition, % at 34.9 µM;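 active = inhibition of at least 50% in every replicate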
Target sequence (Q5AAJ8 whole entry, looked up): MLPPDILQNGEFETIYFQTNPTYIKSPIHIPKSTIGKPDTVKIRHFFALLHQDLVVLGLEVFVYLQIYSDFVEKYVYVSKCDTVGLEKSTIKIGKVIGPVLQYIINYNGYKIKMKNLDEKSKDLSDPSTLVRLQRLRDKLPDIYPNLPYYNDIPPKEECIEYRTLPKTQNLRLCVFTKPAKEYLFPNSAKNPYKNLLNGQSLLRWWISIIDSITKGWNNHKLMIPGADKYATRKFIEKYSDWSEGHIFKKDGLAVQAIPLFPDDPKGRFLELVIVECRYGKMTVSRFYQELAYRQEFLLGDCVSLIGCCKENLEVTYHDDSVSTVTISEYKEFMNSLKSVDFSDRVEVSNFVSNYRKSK
CAL PDZ FP-1: CAL PDZ peptide-binding inhibitors, primary screen, biochemical, fluorescence polarization, Cer-tagged CAL PDZ, HTS; purified CAL PDZ, TMR-peptide fluorescence polarization, 1 h; inhibition, % at 20 µM; hit rate 0.02% among 330,000; AID 504414, 2011;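 active = highest replicate inhibition of at least 40%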;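 also: plate controls were DMSO neutral control wells for no effect and unlabeled competitor peptide control wells for full effect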
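Material – purified CerCALP PDZ construct · Detection – FP readout, S and P plane fluorescence · Measure – percent inhibition from loss of millipolarization · Controls – unlabelled peptide for full inhibition, DMSO wells as neutral · Probe or stimulus – TMR-labelled reporter peptide T*-PRC34 bound in PDZ groove · Times – 1 h at RT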
CDK5 inh: inhibitors of human CDK5/p35 kinase, primary screen, biochemical, single concentration. Cyclin-dependent kinase 5 (Homo sapiens) + Cyclin-dependent kinase 5 activator 1 (Homo …. Recombinant CDK5/p35, ADP-Glo luminescence, 60 min. inhibition, % at 10 µM. hit rate 0.01% among 330,000;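 active = highest replicate inhibition of at least 50% and at least 75% of replicates reaching 50%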;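 also: plate controls were DMSO neutral control for no effect and GW8510 at 10 µM for full effect; many of its hits are not listed in these tables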
Target sequence (Q00535 whole entry, looked up): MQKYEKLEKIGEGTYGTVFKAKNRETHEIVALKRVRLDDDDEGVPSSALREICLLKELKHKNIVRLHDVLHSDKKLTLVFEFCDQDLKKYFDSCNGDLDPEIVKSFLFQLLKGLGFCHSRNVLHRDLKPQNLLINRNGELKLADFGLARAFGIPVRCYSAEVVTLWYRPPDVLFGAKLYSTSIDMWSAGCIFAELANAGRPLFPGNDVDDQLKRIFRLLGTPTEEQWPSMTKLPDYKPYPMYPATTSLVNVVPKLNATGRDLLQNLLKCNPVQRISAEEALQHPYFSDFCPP
Target sequence (Q15078 whole entry, looked up): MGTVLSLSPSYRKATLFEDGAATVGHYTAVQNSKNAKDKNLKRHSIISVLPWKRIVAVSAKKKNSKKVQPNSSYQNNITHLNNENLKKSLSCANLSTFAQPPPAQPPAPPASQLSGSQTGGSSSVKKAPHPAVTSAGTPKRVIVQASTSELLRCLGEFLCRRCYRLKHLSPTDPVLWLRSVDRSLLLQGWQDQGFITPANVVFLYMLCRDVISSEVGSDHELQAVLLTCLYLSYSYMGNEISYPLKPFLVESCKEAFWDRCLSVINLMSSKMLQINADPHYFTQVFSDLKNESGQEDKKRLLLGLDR
Tat transport: E. coli Tat export inhibitors, primary screen, MC4100, TorA-mCherry reporter, fluorescence, single point; inhibition, % at 10 µM; hit rate 0.036% among 340,000; AID 488895, 2010;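 active = mean replicate inhibition at least 50% and at least half of replicates individually reaching 50%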;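 also: exported cargo escapes ClpAP degradation while cytoplasmic cargo is degraded and loses fluorescence; 0% = median of neutral control wells and 100% = median of NaSCN control wells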
V-ATPase pHluor: regulators of yeast V-ATPase proton pumping, primary screen, pHLuorin cytosolic pH fluorescence | S. cerevisiae | AID 504577, 2011 | response, % at 10 µM | hit rate 0.37% among 350,000; in the data active = response mostly above about 7.3%, no sharp cut-off; inactive = mostly below about 5.4%; also: actives read high; inactives centre near 0; some compounds called inactive have numbers as strong as hits
cardiac RTF act: cardiac RTF calcium sensitivity activators, primary screen, biochemical, IANBD-TnC fluorescence, EC20 calcium. Troponin I, cardiac muscle (Homo sapiens) + Troponin T, cardiac muscle (Homo sapiens) + …. IANBD-labeled TnC RTF fluorescence at EC20 calcium; 0% EC20 calcium, 100% full calcium. activation, % at 7.2 µM. hit rate 0.24% among 340,000. AID 493008, 2010;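 active = activation above the mean over all tested compounds plus 3 SD, cut at about 30% in these data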;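 also: rise in fluorescence read as greater calcium sensitivity of cardiac thin filaments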
Wnt bcat act: Wnt/beta-catenin pathway activators, primary screen, cell-based, plate reader, single point; Wnt/beta-catenin reporter cell assay, activator; activation, % at 9.35 µM; hit rate 1.2% among 300,000; in the data active = activation above about 30%, passing the limit was not always enough;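 also: 0% = neutral control wells and 100% = positive control wells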
MITF TRPM1 HTS: activators of MITF-driven TRPM1 promoter reporter, primary screen, cell-based, SK-MEL-5, luciferase, single point. SK-MEL-5 TRPM1-promoter luciferase, 24 h; % of positive control, neutral wells = 0. activation, % at 12.5 µM. hit rate 0.75% among 300,000;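 active = mean activation of at least 80% with every replicate also reaching 80%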;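 also: 0% = neutral control wells and 100% = parthenolide positive control wells; values of inactives mirror those of a sister screen read the other way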
dFosB act: activators of delta FosB homodimer, primary screen, biochemical, fluorescence polarization, TAMRA-CDK5 oligo, single point; Protein FosB (Mus musculus), P13346; purified delta FosB; percent of positive-control signal above neutral wells; activation, % at 25 µM; hit rate 0.99% among 340,000;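 active = mean activation above about 17%, with every replicate also reaching it, limit read from the data, passing the limit was not always enough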;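 also: fluorescence polarization rise as delta FosB binds a TAMRA Cdk5 AP-1 oligo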
CAL PDZ FP-2: untagged CAL PDZ binding inhibitors, primary screen, biochemical, fluorescence polarization, HTS | Golgi-associated PDZ and coiled-coil motif-containing protein (Homo sapiens), Q9HD26 | purified CAL PDZ, TMR-peptide fluorescence polarization, 1 h | inhibition, % at 24.9 µM | hit rate 0.92% among 300,000 | AID 602252, 2012;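 active = mean inhibition of at least 30% with at least half of replicates also reaching 30%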;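 also: 0% = DMSO neutral control and 100% = excess unlabeled competitor peptide PRC23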
Numbers without * were called inactive.

Screening Cc1ccc(-c2ccc(/C=N/N3C(=O)C4C5C=CC(CC5)C4C3=O)o2)c([N+](=O)[O-])c1 (stereo not given) returned Rtt109 Vps75 10, CAL PDZ FP-1 -0.1, CDK5 inh 6.1, Tat transport 17, V-ATPase pHluor 5, cardiac RTF act 2, Wnt bcat act 3, MITF TRPM1 HTS 10, dFosB act -1 and CAL PDZ FP-2 -6.
For N=C1SCC(=O)N1/N=C/c1ccccc1 the results were Rtt109 Vps75 6, CAL PDZ FP-1 -1.0, CDK5 inh -1.2, Tat transport -3, V-ATPase pHluor 1, cardiac RTF act 4, Wnt bcat act 0, MITF TRPM1 HTS 10 and dFosB act -4.
For Cc1ccc(NC(=O)CCNC(=O)c2ccc([N+](=O)[O-])cc2)cc1S(=O)(=O)N(C)C the results were Rtt109 Vps75 3, CAL PDZ FP-1 -0.8, CDK5 inh -2.8, Tat transport -4, V-ATPase pHluor -2, cardiac RTF act 6, Wnt bcat act -1, MITF TRPM1 HTS -3, dFosB act -6 and CAL PDZ FP-2 0.
For CC(NC(=O)[C@H](C)NC(=O)N1CCn2c1nc1ccccc12)c1ccccc1 (stereo not given in full) the results were Rtt109 Vps75 12, CAL PDZ FP-1 -0.8, CDK5 inh -1.8, Tat transport -11, V-ATPase pHluor 2, cardiac RTF act 0, Wnt bcat act -2, MITF TRPM1 HTS -8 and dFosB act -11.
Screening COc1cccc(/C=N/NC(N)=S)c1OCc1ccccc1Cl returned CAL PDZ FP-1 -4.4, CDK5 inh 1.3, Tat transport 0, V-ATPase pHluor 5, cardiac RTF act -9, Wnt bcat act 4, MITF TRPM1 HTS -13, dFosB act -3 and CAL PDZ FP-2 -2.
COc1ccc(OCC(=O)Nc2ccc(S(=O)(=O)N3CCCCCC3)cc2)cc1 was read as Rtt109 Vps75 15, CAL PDZ FP-1 -1.4, CDK5 inh -0.2, Tat transport 4, V-ATPase pHluor 4, cardiac RTF act 14, MITF TRPM1 HTS 0, dFosB act -4 and CAL PDZ FP-2 -5.
Screening CCn1c(SCC(=O)c2cc(C)n(C)c2C)nnc1-c1ccccc1 returned Rtt109 Vps75 4, CAL PDZ FP-1 -1.1, CDK5 inh 0.6, Tat transport -2, V-ATPase pHluor -1, cardiac RTF act 2, MITF TRPM1 HTS -5 and dFosB act -14.
Screening CCCN(CCC)S(=O)(=O)c1ccc(C(=O)NCc2ccc3c(c2)OCO3)cc1 returned Rtt109 Vps75 4, CAL PDZ FP-1 -0.2, CDK5 inh -0.3, Tat transport 1, V-ATPase pHluor 3, cardiac RTF act 2, Wnt bcat act -5 and dFosB act -10.
COc1ccc(CNC(=O)COc2ccc(S(=O)(=O)N3CCOCC3)cc2)cc1 was read as Rtt109 Vps75 -17, CAL PDZ FP-1 -1.8, CDK5 inh -1.3, Tat transport -1, V-ATPase pHluor 1, cardiac RTF act 1, Wnt bcat act -3, MITF TRPM1 HTS 0, dFosB act -4 and CAL PDZ FP-2 1.
`COc1cccc2c1C(=N)c1c(O)c3c(c(O)c1C2=O)CC(O)(C(C)=O)CC3OC1CC(N)C(O)C(C)O1` (stereo not given) gave Rtt109 Vps75 -2, CAL PDZ FP-1 3.6, CDK5 inh 4.4, Tat transport -177, V-ATPase pHluor 2, cardiac RTF act -1, dFosB act -241 and CAL PDZ FP-2 -5.
`COc1ccc(C(=O)/C(=C/O)N=Nc2ccc(F)cc2)cc1` gave Rtt109 Vps75 3, CAL PDZ FP-1 -0.3, CDK5 inh -2.4, Tat transport 11, V-ATPase pHluor 5, cardiac RTF act 14, Wnt bcat act -2, MITF TRPM1 HTS 16, dFosB act -7 and CAL PDZ FP-2 -2.
For CCC(=O)c1ccc(OCc2ccc(C(=O)OC)cc2)c(OC)c1 the results were Rtt109 Vps75 -4, CAL PDZ FP-1 -1.4, CDK5 inh 1.4, Tat transport 4, V-ATPase pHluor 1, cardiac RTF act 1, MITF TRPM1 HTS 30, dFosB act 3 and CAL PDZ FP-2 -2.
COc1ccc(CCC(=O)NNC(=O)c2ccccn2)cc1OC was read as Rtt109 Vps75 19, CAL PDZ FP-1 -3.3, CDK5 inh -0.2, Tat transport -2, V-ATPase pHluor -3, cardiac RTF act 0, Wnt bcat act -5, MITF TRPM1 HTS 7, dFosB act 3 and CAL PDZ FP-2 98*.
Cc1ccc(C(=O)Nc2ccc(S(=O)(=O)N3CCCC3)cc2)cc1 was read as Rtt109 Vps75 2, CAL PDZ FP-1 -1.8, CDK5 inh 2.3, Tat transport 1, V-ATPase pHluor 5, cardiac RTF act -2, Wnt bcat act 3, MITF TRPM1 HTS 38 and dFosB act -8.
For COC(=O)c1ccc(/C=N/OCC(=O)Nc2cc(F)ccc2F)cc1 the results were Rtt109 Vps75 -10, CAL PDZ FP-1 -0.7, CDK5 inh 3.1, Tat transport -3, V-ATPase pHluor -2, cardiac RTF act 1, Wnt bcat act -1, MITF TRPM1 HTS 4, dFosB act 0 and CAL PDZ FP-2 -2.
For COc1ccc(OCCC(=O)Nc2ccc(S(N)(=O)=O)cc2)cc1 the results were Rtt109 Vps75 10, CAL PDZ FP-1 -0.6, CDK5 inh 2.7, Tat transport -2, V-ATPase pHluor -4, cardiac RTF act -3, Wnt bcat act 5, MITF TRPM1 HTS 3 and dFosB act 2.
For Cc1ccc(CNC(=O)C2CCC(=O)N(CCc3ccc(Cl)cc3)C2)cc1 (stereo not given) the results were Rtt109 Vps75 -2, CAL PDZ FP-1 -0.6, CDK5 inh 0.2, Tat transport 5, V-ATPase pHluor -4, cardiac RTF act 3, Wnt bcat act 8, MITF TRPM1 HTS 75, dFosB act -3 and CAL PDZ FP-2 -4.
For COc1ccc(C2=CC(c3cccc(OC)c3)n3nnnc3N2)cc1 (stereo not given) the results were Rtt109 Vps75 -45, CAL PDZ FP-1 -2.7, CDK5 inh -0.6, Tat transport 1, V-ATPase pHluor 1, cardiac RTF act 4, Wnt bcat act 12, MITF TRPM1 HTS 14, dFosB act -11 and CAL PDZ FP-2 -7.
`O=C(CSc1nnc(-c2ccccc2Br)o1)N1CCc2ccccc2C1` gave Rtt109 Vps75 -1, CAL PDZ FP-1 -1.4, CDK5 inh -1.7, Tat transport 0, V-ATPase pHluor -6, cardiac RTF act 2, MITF TRPM1 HTS 8, dFosB act -11 and CAL PDZ FP-2 -3.
Screening O=C(NCc1ccc(F)cc1)C(=O)NCC1OCCN1C(=O)c1ccc(Cl)cc1 (stereo not given) returned Rtt109 Vps75 -5, CAL PDZ FP-1 -0.7, CDK5 inh -1.3, Tat transport -13, V-ATPase pHluor -5, cardiac RTF act 3, Wnt bcat act -4 and dFosB act -1.
For Cc1cc(C)nc(Nc2ncc(O)n2-c2ccc(C)c(Cl)c2)n1 the results were Rtt109 Vps75 -2, CDK5 inh 1.2, Tat transport -3, V-ATPase pHluor 3, cardiac RTF act 3, Wnt bcat act -5, MITF TRPM1 HTS 4, dFosB act -12 and CAL PDZ FP-2 1.
`Cc1cc(NCCCN(C)C)n2nc(-c3cccs3)cc2n1` gave Rtt109 Vps75 4, CAL PDZ FP-1 -0.6, CDK5 inh 0.4, Tat transport 6, V-ATPase pHluor 5, cardiac RTF act 0, Wnt bcat act 1 and dFosB act 6.
`O=C(COC(=O)c1ccc(O)cc1)Nc1cc(S(=O)(=O)N2CCOCC2)ccc1Cl` gave Rtt109 Vps75 9, CAL PDZ FP-1 -1.1, CDK5 inh -0.7, Tat transport 3, V-ATPase pHluor 5, cardiac RTF act -5, Wnt bcat act 1, MITF TRPM1 HTS -7 and dFosB act -8.
`CCN(CC)C(=O)[C@H]1CC(CC(=O)NCCCn2ccnc2)C(=O)N2CCc3c([nH]c4ccc(OC)cc34)[C@]12C` (stereo not given in full) gave Rtt109 Vps75 -2, CAL PDZ FP-1 -0.5, CDK5 inh 1.4, Tat transport -1, V-ATPase pHluor -2, cardiac RTF act -4, Wnt bcat act 0, MITF TRPM1 HTS 5, dFosB act -2 and CAL PDZ FP-2 -1.
`CCn1cc(C(=O)OCC(=O)c2cc(C)n(-c3ccccc3)c2C)c(=O)c2ccc(C)nc21` gave Rtt109 Vps75 12, CAL PDZ FP-1 -0.2, CDK5 inh -0.7, Tat transport 0, V-ATPase pHluor 9, cardiac RTF act -1, Wnt bcat act -2, MITF TRPM1 HTS -9, dFosB act -11 and CAL PDZ FP-2 -2.
`COc1ccc(N(CC(=O)NCc2ccccc2)S(=O)(=O)c2c(C)nn(C)c2C)cc1` gave Rtt109 Vps75 -7, CAL PDZ FP-1 -0.9, CDK5 inh 1.3, Tat transport -6, V-ATPase pHluor 6, cardiac RTF act -6, Wnt bcat act 5, dFosB act -2 and CAL PDZ FP-2 1.
For CC1CCCN(C(=O)CSc2nnc(-c3ccc(O)cc3)o2)C1 (stereo not given) the results were Rtt109 Vps75 3, CAL PDZ FP-1 -1.9, CDK5 inh -0.6, Tat transport 4, V-ATPase pHluor -4, cardiac RTF act -8, Wnt bcat act 11, MITF TRPM1 HTS 11, dFosB act -7 and CAL PDZ FP-2 -9.
Screening O=C(O)c1cccc(Cn2c(Cl)c(/C=N/Nc3ccccc3)sc2=O)c1 returned Rtt109 Vps75 -8, CAL PDZ FP-1 1.6, CDK5 inh 1.6, Tat transport 6, V-ATPase pHluor 3, cardiac RTF act 1, MITF TRPM1 HTS 7, dFosB act -9 and CAL PDZ FP-2 -4.
`CCn1c(Cc2cccs2)nnc1SCC(=O)NC1CC1` gave Rtt109 Vps75 26, CAL PDZ FP-1 -1.3, CDK5 inh -0.9, Tat transport 6, V-ATPase pHluor -4, cardiac RTF act -5, Wnt bcat act -2, MITF TRPM1 HTS 2, dFosB act -4 and CAL PDZ FP-2 -1.
`Cc1cc(=O)oc2c(C)c(OCC(=O)NCc3ccccn3)ccc12` gave Rtt109 Vps75 -2, CAL PDZ FP-1 0.0, CDK5 inh 0.3, Tat transport 0, V-ATPase pHluor -3, cardiac RTF act -4, Wnt bcat act 1, MITF TRPM1 HTS 26, dFosB act -6 and CAL PDZ FP-2 -6.
Screening Cc1ccnc2nc(C(=O)Nc3nnc(-c4ccccc4)o3)nn12 returned Rtt109 Vps75 0, CDK5 inh 1.4, Tat transport 8, V-ATPase pHluor -3, cardiac RTF act -6, Wnt bcat act 0, MITF TRPM1 HTS 0, dFosB act 2 and CAL PDZ FP-2 -1.
`Nc1nc(NC(=O)c2cccs2)nn1-c1ccccc1` gave Rtt109 Vps75 11, CAL PDZ FP-1 -0.7, CDK5 inh 0.5, Tat transport -2, V-ATPase pHluor 3, cardiac RTF act 1, Wnt bcat act 12, MITF TRPM1 HTS 35, dFosB act 5 and CAL PDZ FP-2 1.

Screening data (PubChem)
